Screening results as filed in PubChem.
rCAG RNA binder: binds r(CAG) RNA repeats. hit rate 1.3% among 370,000. r(CAG) RNA repeat, TO-PRO-1 dye displacement fluorescence. inhibition, % at 3 µM. AID 651821;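 active means inhibition above the plate cutoff, the mean of all test compounds on that plate plus 3 SD, cut at about 35% in these data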;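 further: 0% = DMSO alone and 100% = 100 µM mitoxantrone as full dye displacement; higher means more dye released from RNA so lower well fluorescence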
SIAE primary: inhibitors of human sialic acid acetylesterase SIAE; Q9HAT2; SIAE FP-Rh probe binding, fluorescence polarization; inhibition, % at 9.66 µM; hit rate 0.69% among 370,000; AID 1053197;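 active means inhibition above a cutoff: mean of compounds within the control limits plus 3 SD of those, cut at about 17% in these data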;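 further: 0% = plate median of compound wells and 100% = probe without SIAE protein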
HTRA1 inh: blocks human HTRA1 serine peptidase. AID 504803. Q92743. inhibition, % at 5.96 µM. recombinant HTRA1, FP-rhodamine activity-based probe, fluorescence polarization. hit rate 0.5% among 340,000; in the data active means inhibition above about 36%;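 further: 0% = enzyme with DMSO and 100% = wells lacking enzyme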
Target sequence (Q92743 whole entry, looked up): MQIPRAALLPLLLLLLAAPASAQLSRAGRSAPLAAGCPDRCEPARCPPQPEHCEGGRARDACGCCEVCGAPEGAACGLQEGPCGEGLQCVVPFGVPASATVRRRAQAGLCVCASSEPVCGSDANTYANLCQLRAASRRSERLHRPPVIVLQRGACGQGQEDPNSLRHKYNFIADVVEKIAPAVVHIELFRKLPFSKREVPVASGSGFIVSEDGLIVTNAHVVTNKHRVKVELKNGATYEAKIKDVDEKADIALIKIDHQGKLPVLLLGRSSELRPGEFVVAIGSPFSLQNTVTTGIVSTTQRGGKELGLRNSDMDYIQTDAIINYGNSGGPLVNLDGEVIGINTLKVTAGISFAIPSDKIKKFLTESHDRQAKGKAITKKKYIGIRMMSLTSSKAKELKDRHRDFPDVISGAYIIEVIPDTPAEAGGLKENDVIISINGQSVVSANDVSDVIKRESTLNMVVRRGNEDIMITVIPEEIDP
MBD2 inh: MBD2-methylated oligo binding inhibition. AID 686964. hit rate 0.31% among 370,000. inhibition, % at 4.4 µM. TR-FRET, MBD2 binding to methylated oligonucleotide; in the data active means inhibition above about 13%
GC-A act: GC-A (human) enzyme activation; activation, % at 10 µM; HEK293 GC-A cells, cGMP TR-FRET, EC30 ANP; 0% at EC30 ANP, 100% saturating ANP; hit rate 0.14% among 370,000; P16066; in the data active means activation above about 40%
TCR CD3 inh: blocks the human TCR-CD3 interaction | TAMRA-labeled TCR probe fluorescence, biochemical | inhibition, % at 9.4 µM | hit rate 0.37% among 360,000 | AID 651800; in the data active means inhibition above about 19%;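 further: recombinant mutant TCR 2C K166C tagged with TAMRA read by polarization; 0% = receptor in buffer alone and 100% = receptor with positive control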
UHRF1 binding: blocks human UHRF1 binding to methylated DNA | inhibition, % at 4.4 µM | hit rate 0.75% among 370,000 | UHRF1 binding to methylated oligo, TR-FRET; in the data active means inhibition above about 21%;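 further: UHRF1 SRA domain binding a hemimethylated CpG hairpin DNA probe; 0% = median of test compound wells and 100% = reference inhibitor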
GC-B act: GC-B (human) receptor activation. hit rate 0.11% among 370,000. HEK293-GC-B cells, CNP EC30, cGMP TR-FRET; 0% at EC30 CNP, 100% saturating CNP. P20594. activation, % at 10 µM. AID 1920062;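 active means activation at 10 µM reaching about 35% in either raw or pattern-adjusted values, limit read from the data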
PRMT1 FP inh: inhibitors of human PRMT1; Q99873; inhibition, % at 2.79 µM; recombinant PRMT1, activity-based probe fluorescence polarization; hit rate 1.3% among 370,000;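 active means inhibition above about 21% made by adding two undisclosed values, limit read from the data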
Target sequence (Q99873 whole entry, looked up): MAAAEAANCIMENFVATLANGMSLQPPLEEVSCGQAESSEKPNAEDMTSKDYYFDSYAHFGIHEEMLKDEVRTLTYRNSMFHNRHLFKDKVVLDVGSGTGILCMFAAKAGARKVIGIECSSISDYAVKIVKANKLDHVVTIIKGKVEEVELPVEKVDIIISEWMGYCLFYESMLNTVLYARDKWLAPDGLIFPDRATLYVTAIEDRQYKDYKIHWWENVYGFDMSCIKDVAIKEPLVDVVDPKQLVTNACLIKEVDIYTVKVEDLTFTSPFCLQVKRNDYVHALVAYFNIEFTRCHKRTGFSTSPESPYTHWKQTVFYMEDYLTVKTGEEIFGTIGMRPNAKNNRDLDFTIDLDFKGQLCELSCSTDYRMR
ABHD4 inh: inhibitors of mouse ABHD4. Q8VD66. hit rate 0.54% among 370,000. purified mABHD4, FP-Rh probe fluorescence polarization. inhibition, % at 8.92 µM;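 active means inhibition exceeding the mean over every tested compound plus 3 SD, cut at about 30% in these data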;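 further: 0% = plate median of compound wells and 100% = S159A mutant with DMSO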
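Test system: mABHD4 protein; Read-out basis: % inhibition; Incubation: 45 min + 60 min at 25 °C; Repeats: single replicate; Technique: fluorescence polarization with parallel and perpendicular emission, 525/598 nm; Compound: 8.92 µM, single dose; Benchmarks: full inhibition S159A mutant plus DMSO, zero as sample-well median.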
The depositor's hits bear a star; . = not tested or not shown. An excerpt; count on the stated rates, not on these rows.

Second line of a record – rCAG RNA binder	SIAE primary	HTRA1 inh	MBD2 inh	GC-A act	TCR CD3 inh	UHRF1 binding	GC-B act	PRMT1 FP inh	ABHD4 inh
Cc1ccc(S(=O)(=O)CCC(=O)OCC(=O)Nc2sccc2C#N)cc1
    14	-5	3	3	1	7	4	-2	3	6
CC1CCN(C(=S)c2cn(Cc3cccc(F)c3)c3ccccc23)CC1
    -7	3	-13	-3	-3	1	29*	5	-1	7
Cc1cc(N)c(-n2cc3c(=O)n(C)c(=O)n(C)c3c2)cc1C
    11	10	-1	-6	1	-5	-3	-3	1	9
COC(=O)C1CN(Cc2ccc(F)cc2)CCS(=O)(=O)N1Cc1cn(Cc2ccc(C)cc2)nn1 (stereo unspecified)
    2	4	.	9	-6	.	14	10	0	7
C=CCN1C(=O)NC(c2ccc(OC)cc2)(C(F)(F)F)S/C1=C(\C#N)c1nnc(N2CCOCC2)n1-c1ccccc1 (stereo unspecified)
    -4	2	4	-1	-9	4	-6	-4	0	7
CC(Oc1ccc(Br)cc1Br)C(=O)Nc1cccnc1 (stereo unspecified)
    -6	-3	-2	2	1	-7	3	-1	1	-5
COc1ccc(NCC(=O)n2c(C)c(C)c3ccccc32)cc1
    0	5	1	0	1	0	3	1	-1	5
C=CCN1C(=O)c2cccc3c(Br)ccc(c23)C1=O
    6	-4	-1	1	-3	-2	3	-5	-2	-2
C/C(=N/NC(=O)c1sc(NS(=O)(=O)c2ccc(C)cc2)nc1C)c1sc(N)nc1C
    48*	1	2	-7	-1	8	-3	5	0	2
CC(C)c1ccc(-c2csc(NC(=O)c3cccs3)c2C(=O)O)cc1
    83*	-4	-40	2	-1	0	2	-3	4	3
O=C1NC[C@H](c2ccccc2)N(CC2CCCCC2)C1=O
    0	-6	-2	1	-6	-3	1	-2	1	2
O=C(Nc1cccnc1)C1CC(c2ccc(Cl)c(Cl)c2)=NO1 (stereo unspecified)
    0	2	-6	-4	3	-6	-1	-3	-1	1
O=C(Nc1nn[nH]n1)c1cccc([N+](=O)[O-])c1
    1	-6	11	-2	-2	10	2	5	4	6
COc1ccc(S(=O)(=O)N2CCN(Cc3ccccc3[N+](=O)[O-])CC2)cc1
    -5	-3	-2	2	3	-6	10	0	7	5
CCc1ccc2nc(N3CCN(C)CC3)c(C#N)cc2c1
    -9	-1	2	-5	2	8	-4	-1	-4	-2
CC(C)(C)C(=O)N1CCCC1C(=O)O (stereo unspecified)
    0	-3	-1	-1	-1	-4	1	-2	-3	10
Cc1ccc(C(C)(C)C)c(OCCOCCN2CCCC2)c1
    -3	-4	7	-5	-2	3	-1	2	-3	14
CCOC(=O)c1cnc(SCC(=O)Nc2ccccc2C(=O)OC)nc1N
    -3	1	1	7	3	1	1	-2	-2	1
CCc1cc(C(=O)N2CCN(C(=O)c3ccccc3)CC2)sc1C
    -4	4	-4	-5	3	6	1	-2	3	4
COc1ccc(C(=O)N2CCN(c3ccc(N4CCOCC4)nn3)CC2)cc1OC
    -4	0	5	5	1	-2	2	-1	1	0
Cc1ccc(-c2csc(N=C(N)N)n2)c(C)c1
    7	5	.	-1	-1	-3	-1	-6	-3	16
COc1ccc(CCNC(=O)c2ccccc2NC(=O)CN2CCN(c3ccccc3O)CC2)cc1
    3	4	-25	-4	-4	-3	0	9	6	12
Cc1cccc(N2CCN(C(=O)C3CCN(S(=O)(=O)c4cccc5cccnc45)CC3)CC2C)c1 (stereo unspecified)
    6	6	-5	7	2	-2	3	2	12	-16
COCCNCc1ccccc1
    0	3	4	0	4	-3	0	5	-3	5
O=C(Nc1ccc(O)cc1)c1cc(S(=O)(=O)N2CCCC2)ccc1Cl
    5	-3	-9	2	4	4	0	-1	-3	-3
Cc1ccc(NC(=O)CCC(=O)N/N=C/c2cccnc2)cc1
    0	-6	-2	4	-1	0	1	0	3	2
Cc1ccc(Sc2cc(C(=O)NCCN(C)C)c3ccccc3n2)cc1
    -7	0	3	2	3	-9	3	0	0	-1
O=C(c1ccc(Cl)cc1)c1oc2ccccc2c1CS(=O)(=O)c1ccccc1
    2	-2	-7	-4	-3	0	-3	-8	1	-1
O=C(C1CC1)N1CCN(c2ccc(F)cc2)CC1
    -4	4	-3	3	4	-5	1	8	4	5
COc1cc(NC(=O)c2ncn[nH]2)cc(OC)c1OC
    -1	5	1	3	2	7	-3	-5	-2	3
COc1c(F)cccc1C1=CC(=O)C[C@H](c2ccc3c(c2)OCO3)C1
    -3	9	-18	5	13	2	0	4	-1	-8
NS(=O)(=O)c1ccc(CCNC(=O)c2ccc([N+](=O)[O-])s2)cc1
    0	-3	-2	-2	0	4	2	-3	3	3
COc1ccc(-n2c(=O)c(CCC(=O)NCCc3ccccc3F)nc3ccccc32)cc1
    4	-43	-49	0	-5	-24	1	-11	1	-48
CCCCN1C(=O)N(C)C2NC(=S)NC21 (stereo unspecified)
    -5	6	.	-4	3	-2	1	5	-1	0
Cc1ccc(C2C3CN(C(C)C)CC=C3C(C#N)=C(N)C2(C#N)C#N)cc1 (stereo unspecified)
    -14	1	3	-4	-4	8	-5	-5	40*	34*
COc1cccc(N2CCN(c3ncccn3)CC2)c1
    -5	-3	-4	10	0	-9	6	0	2	-5
O=Cc1ccc(Oc2cc(-c3ccccc3)nc(-c3ccccc3)n2)cc1
    1	-4	-9	-4	-5	-3	2	-5	0	2
CCCCC(=O)Nc1ccc(N2CCN(C(=O)CC)CC2)cc1
    -5	-6	2	2	1	3	-5	3	-4	5
Cc1ccc(C(=O)NCC(=O)N(C)Cc2ccccc2C)s1
    0	-4	-3	1	1	-7	1	12	5	3
CC(C)Cc1cc(C(=O)NCc2cccnc2)no1
    1	-1	-1	-5	3	-4	0	-2	-2	-3
COc1ccc(CNC(=O)c2cc(-c3cc(C)cc(C)c3O)n[nH]2)cc1
    4	12	-6	2	-1	-15	4	3	4	-5
COc1ccc(/C(C)=N/NC(=O)CN(c2ccc(OC)cc2)S(=O)(=O)c2ccccc2)cc1
    2	-6	-3	9	-8	-4	4	-1	8	-9
CCNS(=O)(=O)c1c(C)cc(N2CCCC2=O)cc1C
    1	2	-1	2	-1	-7	6	6	4	-12
CCOc1cc2[nH]c(=O)n(CCCC(=O)N(C)Cc3ccccc3)c(=O)c2cc1OCC
    -7	-1	-2	2	-3	-2	1	-1	7	2
Cc1ccc(C(=O)Nc2cccc(NC(=O)CN3CCCCC3)c2)cc1
    -5	2	-5	2	2	9	-1	0	-4	1
CCOC(=O)c1[nH]c(C)c(C(=O)NC2CCCC2)c1C
    1	-4	1	6	3	-10	2	56*	-2	0
COc1ccc(/C=C2\CCn3c2nc2cc(C(=O)O)ccc2c3=O)cc1
    4	-3	2	-3	2	-6	-2	0	-4	3
Cc1ccc(CNC(=O)COC(=O)C2CCC2)cc1
    0	-3	2	-2	0	5	0	2	0	1
COc1cccc(NS(=O)(=O)c2cc(C)ccc2OC)c1
    3	12	-11	0	-6	3	0	-12	1	0
O=C(COC(=O)C1(c2ccccc2F)CCCC1)N1CCNC1=O
    0	8	3	-4	2	0	2	-3	-1	1
Cc1nc2nc(N)nn2c(C)c1C/C=C/c1ccccc1
    -4	5	0	7	5	0	3	1	6	7
COCOCCn1cc(CN2CCS(=O)(=O)N(Cc3ccc(-c4ccc(C)cc4)cc3)C(CC(C)C)C2=O)nn1 (stereo unspecified)
    5	-4	-4	0	4	0	1	-3	4	-5
COc1ccc(C(=O)c2[nH]c(N)c(C(=O)c3c[nH]c4ccccc34)c2-c2ccc(OC)cc2)cc1
    16	-10	.	0	-2	-1	-6	2	7	-14
COc1ccc(CN2C[C@@H](CO)O[C@@H](n3cnc4c(NC5CC5)ncnc43)C2)cc1
    -1	4	.	-6	1	3	-1	-3	0	1
CC(C)=NNc1nc(-c2ccc(N3C(=O)CCC3=O)cc2)cs1
    24	2	13	3	2	2	-1	-1	19	11
Cc1nc2ccccc2n(CC(=O)Nc2cc(Cl)cc(Cl)c2)c1=O
    13	-5	-12	-3	-5	6	-3	-10	-4	-5
COc1ccc(OC)c(NC(=O)CCNS(=O)(=O)c2ccc3c(c2)oc(=O)n3C)c1
    5	-4	1	-3	-3	6	3	-1	-4	-4
CC(C)CCNC(=O)c1ccccc1NC(=O)C1=CSCCO1
    -2	-5	2	0	-1	-5	-1	-10	-3	1
Cc1ccccc1-c1nnc(NC(=O)c2ccc(N3C(=O)CCC3=O)cc2)s1
    5	1	5	-7	6	8	-1	-3	2	-4
CCC(C)(C)NC(=O)CN(C(=O)c1snc(C(N)=O)c1N)c1ccc(OC)c(OC)c1
    -1	-2	1	-9	-3	9	1	-1	-3	-2

Random excerpt: 2 compounds from above, in no set order.
Second line of a record – rCAG RNA binder	SIAE primary	HTRA1 inh	MBD2 inh	GC-A act	TCR CD3 inh	UHRF1 binding	GC-B act	PRMT1 FP inh	ABHD4 inh
Cc1nc2ccccc2n(CC(=O)Nc2cc(Cl)cc(Cl)c2)c1=O
    13	-5	-12	-3	-5	6	-3	-10	-4	-5
Cc1nc2nc(N)nn2c(C)c1C/C=C/c1ccccc1
    -4	5	0	7	5	0	3	1	6	7

(cont.)
Second line of a record – rCAG RNA binder	SIAE primary	HTRA1 inh	MBD2 inh	GC-A act	TCR CD3 inh	UHRF1 binding	GC-B act	PRMT1 FP inh	ABHD4 inh
Cc1ccc(S(=O)(=O)n2ccc(-c3ccc(OCc4c(F)cccc4Cl)cc3)n2)cc1
    6	-6	-26	5	6	-7	0	0	4	-6
Cn1cc(CNC(=O)c2sc3cccc(Cl)c3c2Cl)cn1
    -5	-6	-9	-2	1	-1	-3	-5	-1	-5
Cc1c(NC(=O)c2coc(=O)c(Br)c2)c(=O)n(-c2ccccc2)n1C
    4	4	3	-8	2	2	-1	-3	1	1
Cc1nc(N2C(=O)C(=O)/C(=C(/O)c3ccccc3)C2c2ccco2)sc1C (stereo unspecified)
    19	-5	23	2	-3	-2	-3	-6	3	7
COc1cccc(CNC(=O)C2CCN(S(=O)(=O)c3cccc4nonc34)CC2)c1
    3	7	8	2	-6	-4	-2	-10	-1	-1
CCC(C)OC(=O)C1=C(C)NC(=O)CC1c1ccccc1OC (stereo unspecified)
    -2	1	-4	3	-3	1	5	-8	0	-2
CC(C)(C)n1nnnc1CN1CCN2CCCC2C1 (stereo unspecified)
    1	4	8	2	6	0	1	5	2	-1
O=C(c1cccc2ccccc12)N1CCC(N2CCN(c3ccccc3)CC2)CC1
    2	1	-11	-1	0	-2	2	-1	2	7
O=C(NCc1cc(C(F)(F)F)cc(C(F)(F)F)c1)C1CC(c2c(Cl)cccc2Cl)=NO1 (stereo unspecified)
    -5	-18	-21	-1	2	-2	-2	-5	1	-25
O=C(NCc1ccc(Cl)cc1)C1CCN(C(=O)c2ccc(Cl)cc2)CC1
    -6	2	-4	0	1	-10	4	-1	-1	-4
O=C(CN1C(=O)c2cccc3cccc1c23)NCc1ccncc1
    2	-2	2	-2	5	-3	-4	2	-2	-4
CC(=O)c1ccc(NC(=O)CSc2nc3nc(C)cc(C)n3n2)cc1
    2	-3	5	0	0	6	0	3	0	3
Cc1cccc2c(=O)c(-c3ccc4c(c3)OCO4)c(NC(=O)c3ccco3)oc12
    3	0	-5	3	0	-7	1	3	2	-3
c1coc(C2OCC3(CO2)COC(c2ccco2)OC3)c1 (stereo unspecified)
    2	2	12	-1	6	-1	-2	4	-5	1
CCn1c(=O)cc(OCC(=O)Nc2ccc(C)cn2)c2ccccc21
    -5	4	-3	5	2	4	-1	5	4	2
